# Assay outcomes deposited in PubChem BioAssay by National Center for Advancing Translational Sciences (NCATS).
# RORg inh: inhibitors of mouse ROR gamma transcriptional activity; P51450; Drosophila S2 Gal4-RORgamma UAS-luciferase reporter, 20 h; Potency, µM (doses to about 53.6 µM), for inactives: at the highest dose activity change, negative = inhibition, usual class: inhibitors; hit rate 5.4% among 310,000; AID 2551; further: potency means the concentration at half of the fitted maximal effect; on the % scale 0 is the no-effect control and ±100 the full control effect; nearly all actives have a fitted effect of over 60% in size
# Target sequence (P51450 whole entry, looked up, the tested form may be a part): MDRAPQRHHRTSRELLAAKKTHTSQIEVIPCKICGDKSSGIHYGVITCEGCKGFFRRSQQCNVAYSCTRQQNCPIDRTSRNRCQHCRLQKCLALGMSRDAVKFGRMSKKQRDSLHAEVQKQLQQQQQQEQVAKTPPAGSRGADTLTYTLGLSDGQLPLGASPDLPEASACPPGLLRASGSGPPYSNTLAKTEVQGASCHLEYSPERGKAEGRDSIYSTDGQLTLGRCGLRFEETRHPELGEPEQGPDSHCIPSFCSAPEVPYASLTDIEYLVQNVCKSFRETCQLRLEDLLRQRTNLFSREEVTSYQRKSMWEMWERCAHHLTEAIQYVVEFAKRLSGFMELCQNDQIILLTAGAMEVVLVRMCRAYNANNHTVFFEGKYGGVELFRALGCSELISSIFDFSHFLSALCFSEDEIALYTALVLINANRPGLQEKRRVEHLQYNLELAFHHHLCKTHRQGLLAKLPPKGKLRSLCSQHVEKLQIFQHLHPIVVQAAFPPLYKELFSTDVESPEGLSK
#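 Stable Schneider cell line, Gal4 DNA-binding domain fused to ROR gamma, UAS-luciferase. Cmpd 1 hr RT → CuSO4 700 uM final → 20 hr RT → luciferase reagent 10 min → luminescence.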
# Giardia kill: kills Giardia lamblia | Giardia lamblia trophozoite viability | activity change, % at 7.66 µM, hits read low | hit rate 0.15% among 340,000 | AID 540267; in the data active means activity change below about -80%; inconclusive means between about -30% and that limit;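 further: parasites exposed to compound for two days anaerobically before the ATP read; on the % scale 0 is the no-effect control and ±100 the full control effect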
#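 Luminescence from cellular ATP indicates surviving trophozoites (100 cells/well) following 48 hrs anaerobic compound treatment at 37 deg C; signal develops 15-30 min at room temperature.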
# Rab9 prom act: Rab9 promoter activation; Huh7 Rab9 promoter-luciferase reporter, luminescence, 24 h; Potency, µM (highest dose often 9.22 µM), for inactives: at the top dose activation, negative = inhibition, most hits filed as activators; hit rate 2.8% among 320,000; AID 485297; further: potency means the concentration at half of the fitted maximal effect; % of control where 0% means no effect; nearly all actives have a fitted effect of over 60% in size
#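 Huh7 cells stably carrying Rab9 promoter–luciferase reporter, plated 1500 cells/well, compound added after 2 h and incubated 24 h at 37 °C; luciferase luminescence then read after 10 min with detection reagent.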
# KCNH2 3.1 inh: inhibitors of human KCNH2 3.1 potassium channel isoform. U2OS KCNH2 3.1, thallium flux FluxOr; hits give low values. activity change, % (tested at about 1.8 µM). hit rate 0.95% among 340,000;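 active means maximum activity change below -70%; inconclusive means maximum activity change from -70% to -50%; inactive means maximum activity change above -50%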;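 further: thallium influx rate constant from kinetic fluorescence after stimulation buffer; on the % scale 0 is the no-effect control and ±100 the full control effect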
#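 Kinetic fluorescence (2 min after stimulation buffer) measures Tl+ influx through KCNH2 3.1 expressed by viral transduction in U2OS cells; the rate constant is normalized against DMSO controls serving as positive and negative references.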
# ELG1 genotox: genotoxicity induction in ELG1-luciferase HEK293T cells | AID 504466 | HEK293T ELG1-luciferase reporter, luminescence, 16 h | Potency, µM (top dose mostly 46 µM), without a hit: at the highest dose activity change, positive = activation, actives largely listed as activators | hit rate 1.3% among 330,000; further: potency means the concentration at half of the fitted maximal effect; % of control where 0% means no effect; nearly all actives have a fitted effect of over 60% in size
#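 Cells (2,000/well) expressing the ELG1-luciferase fusion are dosed by pin tool and kept 16 hr at 37 °C, 5% CO2. Signal comes from ONE-Glo luciferase reagent after 30 min at room temperature.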
# FBPA coupling cs: inhibits coupling enzyme system, counter-screen for aldolase hits | coupling enzyme system counterscreen, AmpLite Red fluorescence | activity change, negative = inhibition, % at 58.2 µM, hits read low | hit rate 0.67% among 290,000 | AID 2472; in the data active means activity change below about -30%; further: on the % scale 0 is the no-effect control and ±100 the full control effect
#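 Final compound at 57.5 uM, incubated 10 min at RT with coupling enzyme reagent (glyceraldehyde-3-phosphate), then 20 min with substrate and AmpLite Red detection. Fluorescence read at 525/598 nm; tests interference with the coupling assay, not aldolase inhibition.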
# FLuc modulator: inhibits or activates purified firefly luciferase, miR-21 counter-screen; Potency, µM (titrated, usually from 57.5 µM), without a hit: at the top dose activity change, negative = inhibition, usual class: inhibitors; purified FLuc, Km substrates, luminescence inhibition; P08659; hit rate 6.9% among 360,000; AID 588342;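 further: potency means the concentration at half of the fitted maximal effect; plate controls were vehicle for no effect and reference inhibitor for full effect; nearly all actives have a fitted effect of over 55% in size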
# Target sequence (P08659 whole entry, looked up): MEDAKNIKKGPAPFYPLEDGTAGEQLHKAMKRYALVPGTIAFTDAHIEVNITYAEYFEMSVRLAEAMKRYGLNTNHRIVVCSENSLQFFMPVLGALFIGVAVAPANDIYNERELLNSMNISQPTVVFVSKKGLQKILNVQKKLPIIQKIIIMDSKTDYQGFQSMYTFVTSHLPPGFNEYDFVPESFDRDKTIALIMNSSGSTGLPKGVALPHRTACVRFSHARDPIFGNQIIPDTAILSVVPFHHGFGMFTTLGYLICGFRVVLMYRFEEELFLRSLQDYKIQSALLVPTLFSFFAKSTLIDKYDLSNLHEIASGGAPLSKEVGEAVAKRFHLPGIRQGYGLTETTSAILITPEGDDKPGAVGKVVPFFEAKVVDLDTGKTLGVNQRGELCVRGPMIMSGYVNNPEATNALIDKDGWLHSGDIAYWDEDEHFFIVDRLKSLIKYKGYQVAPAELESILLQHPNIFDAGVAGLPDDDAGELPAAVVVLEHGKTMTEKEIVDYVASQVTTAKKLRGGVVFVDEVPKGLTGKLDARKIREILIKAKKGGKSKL
#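 Purified P. pyralis luciferase (10nM final) with 10uM D-luciferin and 10uM ATP (Km levels) in 50mM Tris acetate pH 7.5, 10mM Mg acetate, 0.01% Tween-20, 0.05% BSA; qHTS 6-point titration, ~60 µM downward; luminescence read.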
# Tb PFK block: T. brucei PFK enzyme inhibition | O15648 | T. brucei PFK, ADP-Glo luminescence | Potency, µM (titrated, usually from 57.5 µM), for inactives: at the highest dose activity, negative = inhibition, most hits filed as inhibitors | hit rate 0.17% among 330,000;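 further: potency means the concentration at half of the fitted maximal effect; 0% = uninhibited 1x PFK enzyme wells and -100% = no-enzyme wells; nearly all actives have a fitted effect of over 60% in size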
#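 ADP-Glo luminescence quantified ADP after 45 min at room temperature, with 1.25 nM T. brucei PFK, 0.1 mM ATP and 0.5 mM fructose-6-phosphate in pH 8.0 TEA buffer. qHTS titrations up to 57 µM; curves classified by quality.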
# NPC1 prom act: activators of NPC1 promoter | hit rate 2.4% among 320,000 | Potency, µM (top dose mostly 9.22 µM), inactives show at the highest dose activation, hits mostly activators | Huh7 NPC1 promoter luciferase reporter, 24 h;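 further: potency means the concentration at half of the fitted maximal effect; % of control where 0% means no effect; nearly all actives have a fitted effect of over 60% in size; reporter is driven by a mutant NPC1 promoter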
#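 Quantitative HTS used a cell-based reporter: Huh7 cells stably bearing the NPC1 promoter upstream of luciferase were treated with compounds for 24 h, and promoter activation was read as luminescence.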
# Gal4-VP16 FLuc: Gal4-VP16 reporter inhibition counter-screen | Drosophila S2 Gal4-VP16 UAS-luciferase, luminescence, 20 h | Potency, µM (series often up to 53.6 µM), for the others: top-dose activity, negative = inhibition, usual class: inhibitors | hit rate 3.5% among 310,000;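 further: Gal4-VP16 expression switched on by copper sulfate through the metallothionein promoter; potency means the concentration at half of the fitted maximal effect; on the % scale 0 is the no-effect control and ±100 the full control effect; nearly all actives have a fitted effect of over 50% in size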
# uPA surface inh: cell surface uPA generation inhibition; cell surface uPA generation assay, qHTS; Potency, µM (highest dose often 38.3 µM), without a hit: top-dose activity change, negative = inhibition, most hits filed as inhibitors; hit rate 0.31% among 330,000; AID 540303; active means well fitted inhibition curve with a large enough effect; inconclusive means small, poorly fitted or top-dose-only effect; inactive means no such curve, though single readings can be large or run the other way; tested in mouse RAW 264.7 cells; further: potency means the concentration at half of the fitted maximal effect; on the % scale 0 is the no-effect control and ±100 the full control effect; nearly all actives have a fitted effect of over 55% in size
# Starred values were filed as active, the others as inactive; ? = inconclusive; / = not tested or not shown; [ ] = dose if it differs, or a comment. Unless noted, the call rests on the fitted dose curve; in most records, active means well fitted curve in the direction sought with a large enough effect; inconclusive means small, poorly fitted or top-dose-only effect, or another doubt; inactive means no such curve, though single readings can be large; an effect the other way counts as inactive or inconclusive.
# Each structure is followed by: RORg inh, Giardia kill, Rab9 prom act, KCNH2 3.1 inh, ELG1 genotox, FBPA coupling cs, FLuc modulator, Tb PFK block, NPC1 prom act, Gal4-VP16 FLuc, uPA surface inh
1	Cc1cc(C)n2nc(SCC(=O)Nc3c(C)n(C)n(-c4ccccc4)c3=O)nc2n1
 : -9%, -15, -1%, -4, 2%, 4, 1%, -2%, -6%, -10%, 5%
2	CC(Sc1nnc(C(C)Oc2ccccc2F)o1)C(=O)NCc1ccc2c(c1)OCO2 (centres undefined)
 : /, 15, 11%, 0, 0%, /, -10%, 3%, -1%, /, 7%
3	CCCn1c(SCC(=O)Nc2ccccc2CC)nnc1C(C)C
 : 8%, 21, 0%, 25, -9%, 1, -1%, -4%, 1%, 10%, -1%
4	COc1cc(CNc2ccc3[nH]c(=O)[nH]c3c2)cc(Cl)c1OCC(=O)NC(C)(C)C
 : -32%, 14, -4%, -20, 0%, -44*, -2%, 0%, -1%, -1%, -4%
5	OCc1cn(-c2ccccc2)nc1-c1ccc(-c2nn(-c3ccccc3)cc2CO)cc1
 : -1%, -3, -6%, -8, -8%, -4, 0%, 4%, -7%, ?, 8%
6	COc1cc(-c2nnc3sc(-c4cccs4)nn23)cc(OC)c1OC
 : -8%, 0, 1%, 9, 17%, 0, 4%, 14%, -4%, -13%, 4%
7	C[C@H](CO)N1C[C@H](C)[C@@H](CN(C)C(=O)Nc2ccc(C(F)(F)F)cc2)Oc2c(NS(=O)(=O)c3cccs3)cccc2C1=O
 : /, 7, /, 4, 4%, /, /, 9%, /, /, -5%
8	Cc1nc(Nc2nc(CSc3nc4ccccc4[nH]3)cc(=O)[nH]2)nc2ccccc12
 : ?, 7, 0%, 9, -14%, 0, -16%, -1%, -2%, ?, ?
9	O=C(COC(=O)[C@H](Cc1ccccc1)NC(=O)c1cccs1)Nc1c(Cl)cccc1Cl
 : -11%, 12, -2%, 18, 1%, 5, 0%, 0%, -1%, -5%, -3%
10	NC(=O)C1CCN(C2CC(=O)N(c3cccc(F)c3)C2=O)CC1 (centres undefined)
 : 0%, 22, 2%, 5, 3%, 4, -2%, 3%, -2%, -3%, 6%
11	O=C(CCNS(=O)(=O)c1ccccc1)NCCCc1ccccc1
 : /, 8, 2%, -2, -1%, /, -1%, 0%, -5%, /, 0%
12	C#CCNc1c(C)c(C)nc2ncnn12
 : 8%[0.365 µM], -1, 3%, 17, 1%, 4, 4%, -6%, -1%, /, /
13	O=C(c1cnccn1)N1CCc2ccccc21
 : -13%, 0, 0%, 4, 10%, -6, -14%, -22%, 8%, -3%, -1%
14	O=C(c1cccs1)N1CCN(C(=O)c2ccco2)c2ccccc2C1
 : 0%, 9, 3%, -8, 0%, -2, 3%, 3%, 0%, 0%, 1%
15	Cc1cccc(N2C(N)=C(C#N)C(C#N)(C#N)C2c2ccccc2)c1 (centres undefined)
 : 2%, -7, /, ?, /, 1, 1%, /, /, -8%, -9%

# Profiles as entered above:
# O=C(CCNS(=O)(=O)c1ccccc1)NCCCc1ccccc1 is listed as RORg inh = /; Giardia kill = 8; Rab9 prom act = 2%; KCNH2 3.1 inh = -2; ELG1 genotox = -1%; FBPA coupling cs = /; FLuc modulator = -1%; Tb PFK block = 0%; NPC1 prom act = -5%; Gal4-VP16 FLuc = /; uPA surface inh = 0%
# O=C(c1cnccn1)N1CCc2ccccc21 is listed as RORg inh = -13%; Giardia kill = 0; Rab9 prom act = 0%; KCNH2 3.1 inh = 4; ELG1 genotox = 10%; FBPA coupling cs = -6; FLuc modulator = -14%; Tb PFK block = -22%; NPC1 prom act = 8%; Gal4-VP16 FLuc = -3%; uPA surface inh = -1%

# 3 compounds picked at random from those above:
# Each structure is followed by: RORg inh, Giardia kill, Rab9 prom act, KCNH2 3.1 inh, ELG1 genotox, FBPA coupling cs, FLuc modulator, Tb PFK block, NPC1 prom act, Gal4-VP16 FLuc, uPA surface inh
13	O=C(c1cnccn1)N1CCc2ccccc21
 : -13%, 0, 0%, 4, 10%, -6, -14%, -22%, 8%, -3%, -1%
4	COc1cc(CNc2ccc3[nH]c(=O)[nH]c3c2)cc(Cl)c1OCC(=O)NC(C)(C)C
 : -32%, 14, -4%, -20, 0%, -44*, -2%, 0%, -1%, -1%, -4%
11	O=C(CCNS(=O)(=O)c1ccccc1)NCCCc1ccccc1
 : /, 8, 2%, -2, -1%, /, -1%, 0%, -5%, /, 0%

# Next compounds follow.
# Each structure is followed by: RORg inh, Giardia kill, Rab9 prom act, KCNH2 3.1 inh, ELG1 genotox, FBPA coupling cs, FLuc modulator, Tb PFK block, NPC1 prom act, Gal4-VP16 FLuc, uPA surface inh
16	O=S(=O)(N1CCOCC1)n1cnc2ccccc21
 : 18%, 8, 2%, 1, -4%, 0, 5%, -1%, 2%, 4%, /
17	Cc1ccc(NC(=O)CN(C)C(=O)CSc2nc(C)cc(C)n2)cc1
 : /, -2, -3%, -20, 1%, /, 2%, 16%, 0%, /, -2%
18	COc1ccc(C(=O)Nc2ccnn2C2CCN(Cc3cccnc3)CC2)cc1
 : 1%, -10, -3%, 3, 0%, 0, 5%, 4%, -1%, 1%, 6%
19	CC(C)C(=O)c1cn(CC(=O)NCc2ccc3c(c2)OCO3)c2ccccc12
 : 37%, -6, 12%, -2, -2%, 1, -1%, -3%, 0%, -9%, 2%
20	CCOC(=O)N1CCN(C(=O)/C(=C\c2ccc(SC)cc2)NC(=O)c2ccccc2)CC1
 : 16%, 12, -1%, ?, -2%, 4, 0%, -3%, 1%, 3%, 0%
21	COc1cc2c(cc1OC)C1=C(C#N)CCC(=O)N1CC2
 : 14%, 6, 1%, 21, 8%, 2, 0%, -4%, -2%, -5%, -4%
22	CCc1cc2c(=O)n(CC(C)C)cnc2s1
 : 25%, -18, ?, -5, -1%, 2, ?, -5%, ?, -9%, -23%
23	CCc1ccc(Nc2ncnc3nc[nH]c23)cc1
 : -7%, 16, 2µM*, 13, ?, -2, 11µM*, -8%, 2.2µM*, -18%, -4%
24	Cn1nccc1C(=O)N/N=C/c1c(O)ccc2ccccc12
 : 3.2µM*, -15, -42%[inhibitor], -1, ?, 0, ?, 4%, -29%, 2.8µM*, ?
25	COc1cccc(CN2C(=O)c3ccccc3S2(=O)=O)c1
 : 0%, 1, 0%, -23, 1%, 2, 3%, 0%, -2%, -7%, -8%
26	CCn1c(COc2ccc(C)cc2)nnc1SCC(=O)Nc1ccc2c(c1)OCCO2
 : 36%, 6, 4%, 4, -6%, -4, ?, 1%, 11%, 3%, 6%
27	CCOC(=O)c1[nH]c2ccc(Br)cc2c1NC(=O)CCN1CCC(C(=O)OCC)CC1
 : -1%, -16, -6%, -45, -8%, -1, -4%, -2%, -4%, 0%, -6%
28	CCOC(=O)CSc1nc(N)c(C#N)c(-c2cccs2)c1C#N
 : 34%, 0, 1%, 3, 3%, 4, -2%, -3%, -2%, -10%, 1%
29	CCn1nc(C)c(Oc2ccccc2O)c1C
 : 19%, 11, 0%, 18, 4%, -2, -1%, 0%, -4%, 7%, 0%
30	CCN(c1ccccc1)S(=O)(=O)c1cc2c(cc1C)N(C)CCO2
 : -26%, -8, -1%, -2, -6%, 0, 0%, 1%, -3%, 8%, -8%

# Carrying on:
# Each structure is followed by: RORg inh, Giardia kill, Rab9 prom act, KCNH2 3.1 inh, ELG1 genotox, FBPA coupling cs, FLuc modulator, Tb PFK block, NPC1 prom act, Gal4-VP16 FLuc, uPA surface inh
31	CCCOC(=O)C[N+](C)(C)CCOC1CC2CCC1(C)C2(C)C (centres undefined)
 : 5%, -4, -7%, 16, -6%, -6, 2%, -2%, -2%, -31%, -7%
32	CC(C)(C)OC(=O)N1CCC(NC(=O)c2[nH]cnc2C(=O)N[C@@H](Cc2ccccc2)C(=O)OCc2ccccc2)CC1
 : ?, 35[activator], 5%, 9, -18%, -3, -1%, 1%, 2%, 2%, ?
33	CCOC(=O)C1C(c2cccc(F)c2)NC(=S)NC1(O)C(F)(F)F (centres undefined)
 : -18%, -17, -1%, 6, 0%, 0, -1%, -1%, 3%, -1%, 3%
34	CCc1ccc(OCc2nnc(-c3ccccc3Br)o2)cc1
 : /, 9, 2%, 5, 1%, /, ?, -1%, 1%, /, 3%
35	O=C(O)CSCCn1cccn1
 : 25%, 0, -2%, 7, -1%, 7, 0%, 3%, 0%, -7%, 0%
36	CC(CCc1ccccc1)NC(=O)CN1CCc2ccccc2C1 (centres undefined)
 : 18%, 5, -2%, 2, -1%, 0, 3%, 1%, 0%, 2%, -3%
